HDAC3 inh: blocks human histone deacetylase 3 | recombinant HDAC3, fluorogenic peptide/trypsin coupled, fluorescence | inhibition, % at 8.3 µM | actives 0.15% (n = 320,000); in the data active = inhibition above about 26%, passing the limit was not always enough
GSK3A inh: inhibitors of human GSK-3 alpha kinase | AID 2650 | inhibition, % at 10 µM | ADP-Glo luminescence, 60 min | actives 0.1% (n = 320,000);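 in the data active = inhibition above about 50%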;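 note: GST-tagged GSK-3 alpha with peptide substrate and 25 µM ATP; 0% = DMSO neutral wells and 100% = GW8510 positive control wells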
PolyA inhibitor: yeast polyadenylation inhibition. S. cerevisiae SKY197-pL101 polyadenylation reporter, beta-gal luminescence; efflux-impaired pdr1/pdr3 knockout yeast; score 100 = 6 SD above DMSO. calls only at 12 µM. actives 0.02% (n = 300,000). AID 1875;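 active = lowest replicate activity score at least 50, where 100 means six control SD above control mean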;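 note: yeast exposed to compound for 9 h at 30 °C; higher score means more reporter readthrough which indicates perturbed polyadenylation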
KCNK3 block: human KCNK3 channel inhibition, primary screen; O14649; CHO-KCNK3 thallium flux, FluxOR fluorescence; active compounds read low; B-score at 10 µM; actives 0.84% (n = 340,000);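 active = B-score under library mean minus 4 SD, starting fluorescence ratio at most library mean plus 5 SD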;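 note: more negative B-score means stronger inhibition of thallium flux through KCNK3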
RGS4 pot: potentiators or activators of RGS4. actives 0.92% (n = 310,000). HEK293 M3R/inducible RGS4, carbachol calcium flux Fluo4; active compounds read low. B-score at 10 µM. AID 463111;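 active = B-score of the integrated calcium signal more than 4 SD below the library mean, with starting fluorescence not abnormally high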;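 note: negative B-score means reduced calcium response which marks RGS4 activation or potentiation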
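Material: Inducible-RGS4 HEK293 cells carrying M3 receptor; also added: carbachol at ECmax as muscarinic agonist stimulus; incubation: compound preincubation 20 min at room temperature before agonist; signal: Fluo4-AM (2 µM) calcium-flux fluorescence, kinetic read; measure: integrated calcium ratio converted to B score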
GSK3B inh: inhibitors of human GSK3beta kinase; P49841; actives 0.038% (n = 300,000); GST-GSK3beta kinase, ADP-Glo luminescence, 60 min; active compounds read low; activity score (negative = inhibition), % at 10 µM; AID 2097;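 active = more than half of replicate wells score below -50%, meaning over 50% inhibition versus plate controls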;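 note: 0% = median DMSO wells and -100% = median GW8510 positive control wells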
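Test system – GST-tagged human GSK3beta kinase, cell-free · Incubation – 60 min enzyme reaction, room temperature · Signal – ADP-Glo luminescence · Also added – peptide substrate and ATP at 25 µM · Controls – DMSO neutral wells and GW8510 at 20 µM as positive · Buffer or medium – Tris/MgCl2 kinase buffer · Measure – Luminescence-derived activity versus plate DMSO and GW8510 wells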
hERG protect: shields human hERG channel from block by proarrhythmic agents; actives 0.51% (n = 310,000); CHO-hERG, FluxOR thallium flux, dofetilide IC70 present; Q12809; activation (rescue from dofetilide block), less the hit threshold, % at 10 µM;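 active = activation above the mean of controls blocked by dofetilide plus 5 SD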;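 note: thallium influx through hERG after potassium depolarization seen as dye fluorescence rise; in these data hits start at about 4.7%; inactives centre near -7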
Target sequence (Q12809 whole entry, looked up): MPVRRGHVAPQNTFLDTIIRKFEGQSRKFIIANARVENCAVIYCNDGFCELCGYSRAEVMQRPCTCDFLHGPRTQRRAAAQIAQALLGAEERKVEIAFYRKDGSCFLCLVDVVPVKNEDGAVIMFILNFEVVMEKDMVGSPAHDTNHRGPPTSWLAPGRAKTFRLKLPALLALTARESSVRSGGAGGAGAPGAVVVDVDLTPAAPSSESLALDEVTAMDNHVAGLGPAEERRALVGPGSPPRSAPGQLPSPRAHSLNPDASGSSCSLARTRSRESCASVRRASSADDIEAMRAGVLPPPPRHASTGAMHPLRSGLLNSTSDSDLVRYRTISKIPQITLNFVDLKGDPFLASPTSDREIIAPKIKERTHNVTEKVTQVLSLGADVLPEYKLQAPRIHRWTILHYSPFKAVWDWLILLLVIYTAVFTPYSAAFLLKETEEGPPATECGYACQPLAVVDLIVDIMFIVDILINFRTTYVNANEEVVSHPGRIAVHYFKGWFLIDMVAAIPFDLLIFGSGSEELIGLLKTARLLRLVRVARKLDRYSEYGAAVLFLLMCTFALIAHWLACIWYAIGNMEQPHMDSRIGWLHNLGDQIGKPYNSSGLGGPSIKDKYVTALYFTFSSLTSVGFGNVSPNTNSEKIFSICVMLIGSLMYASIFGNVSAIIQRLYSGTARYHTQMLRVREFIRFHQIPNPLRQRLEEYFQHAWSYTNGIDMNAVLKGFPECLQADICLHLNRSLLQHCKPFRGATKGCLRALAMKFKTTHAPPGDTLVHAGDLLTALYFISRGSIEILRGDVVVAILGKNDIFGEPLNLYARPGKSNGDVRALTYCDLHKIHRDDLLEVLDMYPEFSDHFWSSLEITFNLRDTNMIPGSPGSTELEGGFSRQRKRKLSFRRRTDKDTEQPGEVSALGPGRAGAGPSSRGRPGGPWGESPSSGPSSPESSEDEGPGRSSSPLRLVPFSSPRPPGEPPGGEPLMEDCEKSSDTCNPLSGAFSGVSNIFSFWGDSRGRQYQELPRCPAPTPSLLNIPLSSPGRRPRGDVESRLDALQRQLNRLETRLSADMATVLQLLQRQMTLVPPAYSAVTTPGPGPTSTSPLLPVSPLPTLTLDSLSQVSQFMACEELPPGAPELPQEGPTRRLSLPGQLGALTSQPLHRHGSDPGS
KCNQ1 inh: human KCNQ1 channel inhibition; P51787; CHO-K1 KCNQ1, FluxOR thallium flux fluorescence; active compounds read high; B-score at 10 µM; actives 1.3% (n = 310,000); AID 2642;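 active = compounds whose thallium flux B-score, printed positive for inhibition, exceeds three library SD while starting fluorescence stays within three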;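 note: channel opened by potassium depolarization with thallium stimulus after 20 min compound exposure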
DYRK1A inh: inhibitors of rat Dyrk1A kinase; ADP-Glo luminescence, NFATc1 peptide; actives 0.43% (n = 310,000); AID 504441; Q63470; inhibition, % at 12.5 µM; in the data active = inhibition above about 50%;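 note: plate controls were vehicle with enzyme for no effect and no enzyme for full effect; many of its hits are not listed in these tables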
KCNQ1 act: potentiates or activates the human KCNQ1 potassium channel. P51787. CHO-K1 KCNQ1, thallium flux FluxOR fluorescence; active compounds read high. B-score at 10 µM. actives 0.35% (n = 310,000);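 active = fluorescence ratio B-score, a plate-corrected score, at least three library SD, with initial intensity B-score within 5 SD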
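Doses: Single concentration per compound, DMSO matched to controls | Test system: KCNQ1-transfected CHO-K1 cells | Timing: 90 min dye loading and 20 min compound exposure, both at room temperature | Measured by: Kinetic FluxOR thallium fluorescence, 10-s 1-Hz baseline, 110-s post-stimulus read | Medium: Assay buffer with matched DMSO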
KCNK9 block: blocks the human KCNK9 two-pore domain potassium channel; Q9NPC2; HEK293 KCNK9, FluxOR thallium flux fluorescence; active compounds read low; B-score at 10 µM; actives 1.2% (n = 310,000); AID 488922;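 active = ratio B-score over 3 SD below the library mean, with starting fluorescence within 5 SD of its mean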;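 note: negative B-score means less thallium flux so channel inhibition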
* hit, by the source's call; i = inactive; x = not tested or not shown.

SMILES	HDAC3 inh	GSK3A inh	PolyA inhibitor	KCNK3 block	RGS4 pot	GSK3B inh	hERG protect	KCNQ1 inh	DYRK1A inh	KCNQ1 act	KCNK9 block
O=C(NCc1cccnc1)c1c(F)c(F)c(F)c(F)c1F	0	0	i	i	i	4	-5	i	-2	i	i
Cc1ccc(N2C(=O)CC(Sc3ccccc3C(=O)O)C2=O)cc1C (configuration not stated)	-9	-4	i	i	i	0	-4	i	-2	i	i
COc1cccc(N2C(=O)CC(NNc3nc4ccccc4s3)C2=O)c1 (configuration not stated)	-1	1	i	i	i	1	-4	i	12	i	i
Clc1ccccc1-c1nnc2sc(-c3ccc4c(c3)OCO4)nn12	-5	-4	i	i	i	-3	-13	i	5	i	i
Nc1nc(SCC(=O)Nc2ccc3c(c2)CCC3)n[nH]1	0	8	i	i	i	1	-6	i	0	i	i
O=[N+]([O-])c1ccc(CSc2nc3ncc(Br)cc3[nH]2)cc1	-11	-3	i	i	i	3	-2	i	x	i	i
C[C@H](N)c1nnc(SCc2ccc(Cl)cc2Cl)o1	1	1	i	i	i	3	-4	i	5	i	i
COc1ccccc1N=Cc1c(C)[nH]n(-c2ccc(C)cc2C)c1=O	7	-1	i	i	i	-5	-21	i	3	i	i
COCC(=O)NNC(=S)Nc1cccc(C)c1C	-1	0	i	i	i	1	0	i	2	i	i
CN1CCN(S(=O)(=O)c2ccc([N+](=O)[O-])cc2)CC1	-4	-2	i	i	i	1	-7	i	5	i	i
O=S(=O)(Nc1nc2ccccc2nc1Nc1ccc(N2CCOCC2)cc1)c1cc(Cl)ccc1Cl	-2	1	i	i	i	5	-5	i	4	i	i
O=C(COc1cc(Cl)c(Cl)cc1Cl)Nc1ccc([N+](=O)[O-])cc1Cl	-4	1	x	i	i	3	-7	i	-1	i	i
O=C(COc1ccc(Cl)cc1)N1CCCC1	-3	-2	i	i	i	2	-9	i	-4	i	i
Cc1ccc(Cl)c2sc(N3CCN(C(=O)c4ccco4)CC3)nc12	-1	-4	i	i	i	-1	-15	i	5	i	i
Cc1ncc(CN2CCCCC2C(=O)Nc2ccc(Oc3ccccc3)nc2)cn1 (configuration not stated)	7	0	i	i	i	-4	-1	i	-4	i	i
CCn1c(SCC(=O)Nc2nccs2)nnc1-c1ccco1	-3	12	i	i	i	-2	-8	i	-2	i	i
Cc1ccccc1OCCCN1CCCC1	-5	0	i	i	i	-3	-7	i	-3	i	i
CC(NC(=O)c1cn(C)c2ccc(S(=O)(=O)N3CCCC3)cc2c1=O)c1ccccc1 (configuration not stated)	2	-1	i	i	i	-1	-7	i	-12	i	i
CCNC(=O)CSc1nc2ccccc2c(=O)n1OC	2	0	i	i	i	-2	-7	i	-4	i	i
Cc1ccc(CN2CCN(C(=O)c3ccncc3)CC2)cc1	1	0	i	i	i	1	-6	i	0	i	i

Entries listed so far containing an aryl methoxy group, in the order listed:
SMILES	HDAC3 inh	GSK3A inh	PolyA inhibitor	KCNK3 block	RGS4 pot	GSK3B inh	hERG protect	KCNQ1 inh	DYRK1A inh	KCNQ1 act	KCNK9 block
COc1cccc(N2C(=O)CC(NNc3nc4ccccc4s3)C2=O)c1 (configuration not stated)	-1	1	i	i	i	1	-4	i	12	i	i
COc1ccccc1N=Cc1c(C)[nH]n(-c2ccc(C)cc2C)c1=O	7	-1	i	i	i	-5	-21	i	3	i	i

Back to the main list, repeating the 3 entries before the break.
SMILES	HDAC3 inh	GSK3A inh	PolyA inhibitor	KCNK3 block	RGS4 pot	GSK3B inh	hERG protect	KCNQ1 inh	DYRK1A inh	KCNQ1 act	KCNK9 block
CC(NC(=O)c1cn(C)c2ccc(S(=O)(=O)N3CCCC3)cc2c1=O)c1ccccc1 (configuration not stated)	2	-1	i	i	i	-1	-7	i	-12	i	i
CCNC(=O)CSc1nc2ccccc2c(=O)n1OC	2	0	i	i	i	-2	-7	i	-4	i	i
Cc1ccc(CN2CCN(C(=O)c3ccncc3)CC2)cc1	1	0	i	i	i	1	-6	i	0	i	i
Cc1cccc(C)c1NC(=O)CNC(=O)c1ccccc1OCc1ccccc1	-4	3	i	i	i	2	-10	i	5	i	i
CCC(=O)Nc1c2c(nn1-c1ccc(F)cc1)CS(=O)C2 (configuration not stated)	-8	0	i	i	i	-1	-5	i	6	i	i
O=C(CCS(=O)(=O)c1ccc2c(c1)NC(=O)CO2)NCc1ccccc1	1	-4	i	i	i	6	-6	i	2	i	i
CCCC(CCC(=O)Nc1ccn(-c2ccccc2)n1)C(=O)O (configuration not stated)	-1	-5	i	i	i	-2	-9	i	-5	i	i
CCOC(=O)N1CCN(C(=O)c2ccc3c(=O)n(Cc4ccccc4OC)c(=S)[nH]c3c2)CC1	1	-1	i	i	i	-1	-14	i	-8	i	i
Cc1ccnc2ccc(SC(F)(F)F)cc12	-2	1	i	i	i	2	-6	i	-1	i	i
COc1ccc(-c2nc(-c3ccc(Br)o3)no2)cc1OC	-5	-4	i	i	i	-2	-8	i	3	i	i
Cc1c(C(=O)N/N=C/c2ccccn2)nnn1-c1nonc1N	-3	16	i	i	i	0	4	i	2	i	i
CN1CCN(C(=O)c2ccc3c(c2)N(Cc2ccccc2)CCS3)CC1	-11	7	i	i	i	-3	-15	i	4	i	i
Cc1cc(=O)[nH]c2c(C)c(N)ccc12	-113	x	i	i	i	2	-6	i	16	i	i
CC(=O)c1ccc(OCc2cc(C(=O)N(C)C(C)c3nccs3)no2)cc1 (configuration not stated)	x	x	i	i	i	0	-15	i	-2	i	i
Cc1ccc(-n2c(SC3CCOC3=O)nc3ccccc3c2=O)cc1 (configuration not stated)	-3	2	i	x	i	0	-7	i	x	i	i
COc1ccc(-c2cc3ccccc3[nH]2)cc1	-17	-2	i	i	i	0	-12	i	2	i	i
Cc1oc2c(C)c3oc(=O)c(CCC(=O)NCCCCCC(=O)O)c(C)c3cc2c1C	2	-1	i	i	i	2	-3	i	-3	i	i
O=C(NC1CCN(S(=O)(=O)c2ccccc2C(F)(F)F)CC1)c1ccco1	-5	0	i	i	i	3	-7	i	2	i	i
NC1=NC(=O)/C(=C/c2ccccc2OS(=O)(=O)c2ccc3ccccc3c2)S1	-5	0	i	i	i	1	-8	i	-8	i	i
Cc1ccccc1CCNC(=O)CCn1ccc2cc(S(=O)(=O)N3CCCC3)ccc21	-1	-2	i	i	i	5	-5	i	-5	i	i
CC(C)C[C@@H](CO)N1CCN(Cc2cccnc2)CCC1=O	-7	-2	i	i	i	1	0	i	9	i	i
COc1ccc(N/C(N)=N/c2nc(C)cc(=O)[nH]2)cc1	-1	2	i	i	i	0	-9	i	13	i	i
O=c1c(Cc2ccc(Cl)cc2Cl)c(O)ccn1CC(F)(F)F	2	1	i	i	i	3	-4	i	-2	i	i
O=C1CCCC(=O)N1c1ccc(Oc2ccc(Cl)cc2)cc1	2	-1	i	i	i	1	-3	i	x	i	i
O=C(O)c1nc(NCc2ccccc2)ncc1Cl	-5	-2	i	i	i	6	-5	i	0	i	i
CCOC(=O)C1CCN(C(=O)c2cc3c(-c4ccc(OC)c(OC)c4)nn(C)c3s2)CC1	3	0	i	i	i	0	-17	i	3	i	i
CN(C)CCCN(C(=O)c1ccc2c(c1)CCCC2)c1nc2c(F)cccc2s1	7	-2	i	i	i	-1	-17	i	-4	i	i
Cc1[nH]n2c(=O)cc(C(C)C)nc2c1-c1ccccc1	-19	-1	i	i	i	2	-3	i	13	i	i
COc1ccc(CNCCC(c2ccc(OC(C)C)cc2)c2ccccc2OC)cc1 (configuration not stated)	0	-1	i	i	i	3	-20	9*	2	i	i
Oc1cccc(-n2nnnc2SCc2ccccc2F)c1	2	0	i	i	i	-4	-8	i	9	i	i
COC(=O)C1CN(C(=O)COc2ccccc2C)c2ccccc2O1 (configuration not stated)	2	-4	i	i	i	1	-10	i	0	i	i
O=C(Nc1ccccc1)C1CCCN1S(=O)(=O)c1cccs1 (configuration not stated)	2	-2	i	i	i	0	-8	i	-8	i	i
COCCNC(=O)COc1ncnc2ccc(Br)cc12	12	-6	i	i	i	4	-3	i	4	i	i
CC(C)(C)CNC(CO)C12CC3CC(CC(C3)C1)C2 (configuration not stated)	-9	1	i	i	i	-10	-8	i	-13	i	i
CC1CCN(CC(=O)NC(=O)NCc2ccccc2)CC1	-2	-3	i	i	i	-4	-13	i	-8	i	i
Cc1c(C(=O)NNC(=O)c2ccccc2O)oc2ccc(Br)cc12	-5	0	i	i	i	-1	-12	i	-1	i	i
CCN(CC)S(=O)(=O)c1ccc(OC)c(NC(=O)C(Cc2ccccc2)N2C(=O)c3ccccc3C2=O)c1 (configuration not stated)	1	-4	i	x	i	3	-7	i	x	i	i
COc1cccc(C(=O)Nc2nnc(-c3cccs3)o2)c1	-1	-1	x	i	i	0	-10	i	-6	i	i
N#Cc1c(-c2ccccc2)c(-c2ccccc2)nn(CC(=O)NNC(=O)Nc2ccccc2)c1=O	-1	0	i	i	i	1	-11	i	-6	i	i
Cc1nc(NC(=O)c2ccccc2)sc1-c1csc(Nc2ccc(C(=O)O)cc2)n1	x	x	i	i	i	-2	-22	i	38	i	i
Cc1oc(-c2cc3c(cc2Cl)OCO3)nc1CN1CCCC1c1ccc(F)cc1 (configuration not stated)	-4	2	i	i	i	4	-12	i	0	i	i
Cn1c(=O)c2c(nc(NCCOc3ccc(F)cc3)n2C)n(C)c1=O	-10	2	i	i	i	0	-2	i	x	i	i
COc1ccc(CNC(=O)C(=O)c2cn(CC(=O)N3CCCC3)c3ccccc23)cc1	-1	2	i	i	i	0	0	i	-3	i	i
CC1CCCCC1NC(=O)c1nn(C)c(=O)c2ccccc12 (configuration not stated)	-1	1	i	i	i	-2	-6	i	1	i	i
O=[N+]([O-])c1ccc2c(c1)/C(=N\O)c1ccccc1-2	-10	0	i	i	i	-2	-11	i	x	i	i
O=C(/C=C/c1ccccc1)NCCc1c[nH]c2ccccc12	3	0	i	i	i	1	-3	i	0	i	i
CCN(CC)S(=O)(=O)c1ccc(N2CCc3cc(OC)c(OC)cc3C2)nc1	-2	1	i	i	i	-3	-6	i	-6	i	i

The list is partial; count on the stated rates, not on these rows.
